FEN1 inhibitor – inhibitors of human flap endonuclease 1; P39748; Potency, µM (highest dose often 114 µM), for the others: at the top dose activity change, negative = inhibition, most hits filed as inhibitors; Recombinant FEN1 flap cleavage, fluorescence, 15 min; hit rate 0.35% among 390,000; AID 588795; also: nearly all actives have a fitted effect of over 65% in size
Target sequence (P39748 whole entry, looked up): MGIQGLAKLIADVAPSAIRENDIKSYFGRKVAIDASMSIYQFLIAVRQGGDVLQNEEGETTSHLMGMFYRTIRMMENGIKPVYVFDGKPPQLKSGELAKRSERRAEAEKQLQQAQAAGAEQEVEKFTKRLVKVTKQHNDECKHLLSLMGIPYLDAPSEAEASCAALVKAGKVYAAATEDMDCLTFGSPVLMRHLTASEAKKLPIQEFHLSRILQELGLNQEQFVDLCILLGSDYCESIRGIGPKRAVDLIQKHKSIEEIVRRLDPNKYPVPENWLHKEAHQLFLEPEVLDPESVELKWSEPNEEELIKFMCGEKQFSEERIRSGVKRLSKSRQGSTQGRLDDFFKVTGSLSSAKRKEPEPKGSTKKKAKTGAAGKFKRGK
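Reaction started by adding substrate (50 nM final) to 10 nM enzyme after 15 min room-temperature compound preincubation. Reads at 0 and 15 min, with data normalized and fitted to a four-parameter Hill equation.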
TDP1 cell CPT – DT40-hTDP1 cell growth loss with CPT. chicken DT40 Tdp1-/-;hTDP1 cells + 20 nM CPT, ATP luminescence, 48 h. Potency, µM (doses to about 46.2 µM), inactives show top-dose activity change, negative = growth inhibition, most hits filed as inhibitors. hit rate 12% among 420,000. AID 686979; also: nearly all actives have a fitted effect of over 55% in size
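Cell growth measured by CellTiter-Glo luminescence after a minimum 48 h, 37 C compound exposure with 20 nM CPT in Tdp1-knockout DT40 cells stably expressing hTDP1, seeded 400/well; qHTS titration format.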
N370S GC – N370S glucocerebrosidase modulation, Gaucher chaperone candidate. AID 2101. P04062. N370S GC spleen homogenate, 4MU-glucoside fluorescence. hit rate 0.092% among 330,000. Potency, µM (highest dose often 59.4 µM), for the others: at the highest dose activity change, negative = inhibition, hits mostly inhibitors;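 also: 0% = full enzyme activity and -100% = no enzyme basal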
* hit, by the source's call; u = inconclusive; x = not tested or not shown; & = joins results of further samples; [ ] = another dose, or the depositor's remark. Calls follow the shape of the dose curve; as a rule, active = well fitted curve in the direction sought with a large enough effect; inconclusive = small, poorly fitted or top-dose-only effect, or another doubt; inactive = no such curve, though single readings can be large; an effect the other way counts as inactive or inconclusive. Unless noted, % is scaled to controls: 0 for no effect and ±100 for the full control effect; potency is read from the fitted curve at half-maximal effect. This is a subset (hit frequency here may not be typical).

SMILES	FEN1 inhibitor	TDP1 cell CPT	N370S GC
COC(=O)c1cccc(Nc2c(-c3ccc(OC)cc3)nc3nc[nH]n23)c1	-12%	21µM*	x
COc1ccc(S(=O)(=O)N2CCCN(CC(=O)Nc3ccc(OC)c(Cl)c3)CC2)cc1	-15%	u	-3%
COc1ccccc1NS(=O)(=O)c1cc(NC(=O)CCC2CCCC2)ccc1N1CCOCC1	-7%	-9%	24%
COc1ccc(-n2ncc3c(N4CCN(c5cc(C)ccc5C)CC4)ncnc32)cc1	-17%	0%	3%
Cc1cccc2sc(N(CCN(C)C)C(=O)/C=C/c3cccs3)nc12	1%	16µM*	u
Nn1c(Cc2ccccc2)nnc1Cc1ccccc1	2%	-6%	x
CC(OC(=O)c1ccccc1C(=O)N(C)C1CCCCC1)C(=O)NC1(C#N)CCCCC1 (stereo not drawn)	-12%	u	x
CC(C)CC(=O)N1CCN(C(=O)c2ccc(-c3ccccc3)cc2)CC1	12%	u	0%
COc1ccccc1NC(=S)NNC(=S)Nc1ccc(OC(F)F)cc1	-17%	u	-14%
Cc1cc(C)c(CN2CCN(C(=O)Cn3ccc(N)nc3=O)CC2)c(C)c1	14%	-13%	x
O=c1cc(-c2ccccc2)nc2cc(-c3ccco3)[nH]n12	4%	u	9%
O=C(CCN1CCc2ccccc2C1)Nc1ccccc1	-9%	1%	17%
O=S(=O)(Nc1ccc2cn[nH]c2c1)c1cc(Br)ccc1Br	-3%	6%	x
COC(=O)C(Cc1ccccc1)NC(=O)CCC(=O)NC(C)CCc1ccccc1 (stereo not drawn)	3%	-7%	-5%
Cc1sc2ncn(CC(=O)NCC3COc4ccccc4O3)c(=O)c2c1S(=O)(=O)N1CCOCC1 (stereo not drawn)	6%	-21%	-3%
O=C(CNC(=O)c1cn2ccccc2n1)Nc1ccc(F)c(F)c1	-1%	0%	3%
CC(N)C(O)c1cccc(O)c1 (stereo not drawn)	x	1%	-3%
C[C@@]12C(=O)N(CC3CC3)CC(=O)N1[C@H](/C=C/c1ccccc1)[C@@H]1C(=O)N(c3ccccc3)C(=O)[C@@H]12	-10%	3%	-6%
CCOC(=O)c1ccc(NC(=O)CCc2ccc(C)o2)cc1	-17%	-26%	6%
COC(=O)C1CSC(C(=O)OC)N1C(=O)CN1CCN(c2ccc(OC)cc2)CC1 (stereo not drawn)	-4%	-8%	-19%
Clc1cccc(-c2cc3nc4c(c(NCc5ccco5)n3n2)CCCC4)c1	-11%	21µM*	u
O=C(CSc1ncccn1)c1ccccc1Br	-11%	12%	5%
O=C(NCc1ccccc1)C(=O)NCC1CCCN1S(=O)(=O)c1cccs1 (stereo not drawn)	-3%	3%	1%
COc1ccc(Cl)cc1C(=O)Nc1ccc(S(=O)(=O)N2CCCC2)cc1	-5%	0%	-10%
CCOC(=O)c1c(C)c(C)n(Cc2cccc(OC)c2OC)c1C	-15%	u	9%

Further records.
SMILES	FEN1 inhibitor	TDP1 cell CPT	N370S GC
O=C1CSC(c2cccnc2)N1Cc1ccc(Cl)cc1Cl (stereo not drawn)	-3%	-17%	-7%
Cc1ccc2cc(C(c3nnnn3C3CCCC3)N(Cc3cccnc3)Cc3ccco3)c(=O)[nH]c2c1 (stereo not drawn)	6%	u	9%
Cc1cc(C)cc(N2CC(C(=O)OCC(=O)Nc3cc(C)on3)CC2=O)c1 (stereo not drawn)	0%	-2%	-22%
CCOC(=O)C1=C(C)NC(=O)CC1c1cc2c(cc1Br)OCO2 (stereo not drawn)	7%	-13%	8%
COCCN(CC(=O)Nc1cccc(C)c1C)C(=O)Cn1c(=O)cnc2ccccc21	-3%	8%	x
COc1ccc2[nH]cc(CCNC(=O)c3cnn(-c4ccccc4Cl)c3C3CCN(C(=O)OC(C)(C)C)CC3)c2c1	-24%	13µM*	x
C=CCOc1ccc(/C=C/C(=O)OC(C)C(=O)Nc2ccc(NC(C)=O)cc2)cc1 (stereo not drawn)	-5%	4%	-8%
c1ccc(-c2cncn2-c2ccccc2)cc1	2%	-17%	2%
Cc1cc(C)cc(NC(=O)C(Cc2ccccc2)N2Cc3ccccc3C2=O)c1 (stereo not drawn)	3%	-18%	x
CCN1C[C@@H]2[C@@H]3C(=O)N(Cc4ccccc4)C(=O)[C@@H]3[C@](Cc3ccccc3)(C1=O)N2C(=O)c1ccccc1	46%[activator]	u	x
Cn1c(SCC(=O)c2ccc(F)cc2)nc2cccnc21	-5%	u	2%
CCCC(C)C(=O)Nc1ccc(Cl)cc1Cl (stereo not drawn)	8%	-22%	-1%
CC(C)CC(NC(N)=O)C(=O)NCCc1ccc(Cl)cc1Cl (stereo not drawn)	20%	-24%	0%
COc1ccc(OC2C(=O)N(c3ccc(F)cc3)C2c2ccc(OC)c(OC)c2)cc1 (stereo not drawn)	10%	-19%	8%
COc1ccc(S(=O)(=O)Cc2ccc(C(=O)NCc3cccnc3)o2)cc1	1%	u	4%
Fc1cccc(CSc2ccc(-c3ccc4c(c3)OCO4)nn2)c1	6%	0%	9%
CCN(C(=O)CCS(=O)(=O)c1cc(Br)cc2c1N(C(=O)C1CC1)CC2)c1cccc(C)c1	-4%	-5%	x
O=c1cc(-c2ccccc2)oc2ccc(Cl)cc12	-1%	1%	x
C/C(N)=C(/C#N)C(=O)COc1ccc(Cl)cc1Cl	0%	-24%	-8%
COC(=O)c1cc2occc2n1Cc1nc(-c2ccccc2C)oc1C	2%&7%	u	-2%
COc1ccccc1CNC(=O)[C@H](C)NC(=O)C1CCN(C(=O)[C@@H](N)CCSC)CC1	3%	-2%	0%
CCCCC(CC)CNC(=O)CCCCCn1c(=O)[nH]c2ccsc2c1=O (stereo not drawn)	4%	u	x
Cc1cccc(C)c1NC(=O)Cn1nc(C)n2cccc2c1=O	-1%	-2%	-5%
O=C(NC1(C(F)(F)F)C(=O)Nc2c1c(=O)[nH]c(=O)n2Cc1ccccc1)c1ccco1 (stereo not drawn)	3%	-3%	7%
Cc1ccccc1C(=O)Nc1ccc(S(=O)(=O)N2CCN(C)CC2)cc1	1%	-10%	-6%

New compounds follow
SMILES	FEN1 inhibitor	TDP1 cell CPT	N370S GC
CCC(Oc1ccccc1OC)C(=O)N1CC(=O)Nc2ccccc21 (stereo not drawn)	1%	5%	-10%
CC(=O)N/C(=C\c1ccccc1)C(=O)OC(C)C(=O)c1ccccc1 (stereo not drawn)	3%	-5%	-2%
CN(CC(=O)NC1CCCc2ccccc21)C1CCCCC1 (stereo not drawn)	-3%	u	9%
Nc1nc2n(n1)C(c1ccc(Cl)cc1)CC(c1ccc(F)cc1)N2 (stereo not drawn)	19%	u	-27%
Oc1ccc(-c2nnc(-c3ccc(O)cc3)nn2)cc1	-8%	-18%	-2%
COc1ccc(-n2c(=O)c3c4c(sc3n(Cc3ccccc3)c2=O)CCC4)c(OC)c1	-9%	u	x
[O-]/C(=C(\C(=S)Nc1ccc(SC(F)F)cc1)[n+]1cccc(CO)c1)c1ccc(Cl)s1	13%	u	-9%
O=C(O)C(=O)Cc1c[nH]c2ccccc12	-1%	-14%	-19%
O=C(Nc1nnc(CSCc2ccc(F)cc2)s1)c1cccc([N+](=O)[O-])c1	-1%	u	-1%
CC(=O)N1CCN(C(=O)c2cccc(S(=O)(=O)N3c4ccccc4CC3C)c2)CC1 (stereo not drawn)	1%	-9%	x
O=S(=O)(c1cccc(S(=O)(=O)N2CCCC2)c1)N1CCCCC1	-2%	0%	-7%
C/C(CC(=O)Nc1ccccn1)=N\NC(=O)C(=O)Nc1cccc(C)c1	2%	-7%	-1%
COc1ccc(C(=O)NNC(=O)CCc2ccccc2OC)cc1	-1%	1%	-6%
COc1cccc(CNC(=O)c2ccc3c(c2)S(=O)(=O)N=C2CCCCCN23)c1	13%	-13%	-8%
COc1ccc(/C=N/N=C2\SC(CC(=O)O)C(=O)N2c2ccccc2)c(OC)c1 (stereo not drawn)	0%	2%	4%
CC(C)(C)c1ccc(OCc2cnc(Cl)s2)cc1	5%	-29%	-1%
O=C1N=C(N2CCOCC2)S/C1=C/c1ccc(-c2ccccc2Cl)o1	-5%	u	28%
CCc1ccc(NC(=O)CCCc2nnc3n(C(C)CC)c(=O)c4sccc4n23)cc1 (stereo not drawn)	-7%	-80%	x
C=CCOc1ccccc1CNc1ccc2[nH]c(=O)[nH]c2c1	2%	u	0%
FC(F)(F)c1cnc2c(-c3ccc(Cl)cc3Cl)noc2c1	-17%	-9%	7%
CC(C)NS(=O)(=O)c1ccc(NC(=O)C(C)OC(=O)CCC2CCCC2)cc1 (stereo not drawn)	-23%	-54%	x
Cc1noc2ncnc(NCc3ccccc3Cl)c12	-7%	18µM*	x
COc1ccc(CCNC(=O)CSc2nc(N)cc(=O)[nH]2)cc1OC	-11%	-1%	9%
Cc1ccc(SCCNC(=S)Nc2cc(C)cc(C)c2)cc1	-4%	u	u
CCC(=O)Nc1ccc(Cl)c(NC(=S)NC(=O)c2cc3ccccc3o2)c1	7%	-3%	9%

Reformatted: entries from further up
Each structure is followed by: FEN1 inhibitor | TDP1 cell CPT | N370S GC
- CCC(Oc1ccccc1OC)C(=O)N1CC(=O)Nc2ccccc21 (stereo not drawn)
  1% | 5% | -10%
- CC(=O)N/C(=C\c1ccccc1)C(=O)OC(C)C(=O)c1ccccc1 (stereo not drawn)
  3% | -5% | -2%
- CN(CC(=O)NC1CCCc2ccccc21)C1CCCCC1 (stereo not drawn)
  -3% | u | 9%
- Nc1nc2n(n1)C(c1ccc(Cl)cc1)CC(c1ccc(F)cc1)N2 (stereo not drawn)
  19% | u | -27%
- Oc1ccc(-c2nnc(-c3ccc(O)cc3)nn2)cc1
  -8% | -18% | -2%
- COc1ccc(-n2c(=O)c3c4c(sc3n(Cc3ccccc3)c2=O)CCC4)c(OC)c1
  -9% | u | x
- [O-]/C(=C(\C(=S)Nc1ccc(SC(F)F)cc1)[n+]1cccc(CO)c1)c1ccc(Cl)s1
  13% | u | -9%
- O=C(O)C(=O)Cc1c[nH]c2ccccc12
  -1% | -14% | -19%
- O=C(Nc1nnc(CSCc2ccc(F)cc2)s1)c1cccc([N+](=O)[O-])c1
  -1% | u | -1%
- CC(=O)N1CCN(C(=O)c2cccc(S(=O)(=O)N3c4ccccc4CC3C)c2)CC1 (stereo not drawn)
  1% | -9% | x
- O=S(=O)(c1cccc(S(=O)(=O)N2CCCC2)c1)N1CCCCC1
  -2% | 0% | -7%
- C/C(CC(=O)Nc1ccccn1)=N\NC(=O)C(=O)Nc1cccc(C)c1
  2% | -7% | -1%
- COc1ccc(C(=O)NNC(=O)CCc2ccccc2OC)cc1
  -1% | 1% | -6%
- COc1cccc(CNC(=O)c2ccc3c(c2)S(=O)(=O)N=C2CCCCCN23)c1
  13% | -13% | -8%

Other compounds
SMILES	FEN1 inhibitor	TDP1 cell CPT	N370S GC
Cc1ccc(/C=C/S(=O)(=O)NCC(=O)OCC(=O)Nc2ccc(C(=O)N(C)C)cc2)cc1	17%	-2%	x
Cc1cc(Br)ccc1OCCN1CCCC1	4%	-18%	-2%
CC(=O)N(C(C)=O)c1c(N2CCCC2)c2ccccc2oc1=O	1%	11%	-4%
COc1ccccc1NC(=O)CCSCCC(=O)Nc1ccccc1OC	-9%	7%	14%
O=C(Cc1ccc(Cl)cc1)NC(=S)Nc1ccccc1O	10%	u	-8%
Cc1c(OCC(=O)N2CCC(C(N)=O)CC2)ccc2c1oc(=O)c1ccccc12	1%	u	2%
O=C(NCCN1CCOCC1)c1ccccc1N1C(=O)[C@@H]2Cc3c([nH]c4ccccc34)C(c3ccccc3)N2C1=O (stereo partly drawn)	4%	u	-12%
CCc1c(C(=O)Nc2ncn(Cc3cccc(C)c3)n2)csc1C	3%	-29%	10%
CCN1CCN(c2ccc(S(=O)(=O)N3CCCCC3)cc2NC(=O)/C=C/c2ccc(Cl)cc2)CC1	-2%	u	x
O=C(CCS(=O)(=O)c1ccccc1)N(CCCN1CCOCC1)c1nc2ccc(F)cc2s1	-14%	2.6µM*	-7%
COc1cc(C(=O)Nc2ccccc2OCc2cc(=O)n3c(C)csc3n2)cc(OC)c1OC	21%	-24%	x
CCOc1ccc(NC(=O)c2c(NC(=O)c3ccco3)sc3c2CCC(C(C)(C)C)C3)cc1 (stereo not drawn)	0%	-7%	x
O=C(Nc1ccc(C(=O)N2CCCCC2)cc1)c1cccc([N+](=O)[O-])c1	-5%	u	-28%
COc1ccccc1CNC(=O)c1cc(-c2ccccc2C)nn1CC1CC(c2cccnc2)=NO1 (stereo not drawn)	u	u	x
C=CCn1c(SCC(=O)c2c(N)n(C3CC3)c(=O)[nH]c2=O)nnc1-c1ccoc1C	-4%	-5%	x
COc1ccccc1C(c1nnnn1Cc1ccccc1)N1CCN(c2nc3ccccc3s2)CC1 (stereo not drawn)	-11%	u	-24%
CN(c1ccccc1)S(=O)(=O)c1cccc(NC(=O)C2=NN(c3ccccc3)C(=O)CC2)c1	-12%	u	x
CCCC(C)C(=O)Nc1ccc(Cl)cn1 (stereo not drawn)	8%	-18%	0%
COc1ccc(NCc2cc3cc4c(cc3n(CC(=O)Nc3ccc(F)cc3F)c2=O)OCO4)cc1	-6%	6.5µM*	x
Nn1cc(Br)c(=O)[nH]c1=O	x	-4%	-2%

Bioassay records deposited in PubChem BioAssay by National Center for Advancing Translational Sciences (NCATS).
